Bioassay records: PubChem, The Scripps Research Institute Molecular Screening Center
MITF primary: inhibitors of human MITF. O75030. AlphaScreen MITF homodimerization, bead proximity signal. inhibition, % at 2.6 µM. 650,000 tested, 0.91% active. AID 1259374; in the data active = inhibition above about 50%;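 note: 0% = vehicle wells with protein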
TEAD-YAP inh: TEAD-YAP interaction inhibition. HEK-TIYL cells, TEAD-Gal4/YAP UAS-luciferase luminescence. inhibition, % at 9.12 µM. 640,000 tested, 1.4% active; in the data active = inhibition above about 32%;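 note: 0% = median of test compound wells and 100% = reference inhibitor wells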
GPR151 ag: human GPR151 activation; PathHunter beta-arrestin GPR151 cells, luminescence; 650,000 tested, 1% active; Q8TDV0; activation, % at 11.2 µM; in the data active = activation above about 4.9%;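 note: 0% = median of compound wells and 100% = cells with positive control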
FBW7 act: activators of human E3 ligase FBW7; 650,000 tested, 0.13% active; AID 1259310; normalized activity (activation), % at 26.1 µM; Q969H0; AlphaScreen FBW7–phospho-cyclin E peptide binding, activator screen; in the data active = normalized activity above about 1.9%;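 note: purified mutant Fbw7 with reduced substrate affinity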
Target sequence (Q969H0 whole entry, looked up): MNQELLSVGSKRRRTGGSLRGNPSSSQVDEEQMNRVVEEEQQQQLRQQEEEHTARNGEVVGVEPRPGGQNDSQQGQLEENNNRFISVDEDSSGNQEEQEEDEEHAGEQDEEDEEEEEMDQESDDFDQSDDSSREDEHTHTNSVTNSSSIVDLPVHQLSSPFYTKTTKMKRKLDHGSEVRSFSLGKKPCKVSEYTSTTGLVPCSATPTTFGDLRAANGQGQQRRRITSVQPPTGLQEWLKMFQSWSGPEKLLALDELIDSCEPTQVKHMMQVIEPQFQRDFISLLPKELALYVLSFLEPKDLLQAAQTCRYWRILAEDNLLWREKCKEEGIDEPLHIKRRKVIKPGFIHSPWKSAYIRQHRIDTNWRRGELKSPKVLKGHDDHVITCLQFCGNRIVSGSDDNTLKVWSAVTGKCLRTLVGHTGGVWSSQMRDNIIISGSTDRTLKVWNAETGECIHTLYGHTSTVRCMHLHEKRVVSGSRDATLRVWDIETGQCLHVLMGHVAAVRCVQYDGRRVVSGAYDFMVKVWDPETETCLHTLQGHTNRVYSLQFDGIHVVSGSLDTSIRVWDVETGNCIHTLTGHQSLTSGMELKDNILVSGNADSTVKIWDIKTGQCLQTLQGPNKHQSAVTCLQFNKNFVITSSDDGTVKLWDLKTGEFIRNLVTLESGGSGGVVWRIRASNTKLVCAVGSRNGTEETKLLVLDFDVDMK
Starred values were filed as active, the others as inactive; ! = not active in a repeat.

Short forms – A = MITF primary; B = TEAD-YAP inh; C = GPR151 ag; D = FBW7 act
O=C(Nc1cc(Oc2ccc(Br)cc2)cc([N+](=O)[O-])c1)c1cc(-c2ccccc2)nc2ccccc12
  A: 11	B: 13	C: 0.5	D: 0.1

COc1ccccc1N1C(=O)C(Cl)=C(Nc2ccccc2O)C1=O
  A: 13	B: -5	C: 1.7	D: -0.1

CCc1ccc(Oc2nc3ccccn3c(=O)c2/C=C(\C#N)C(=O)NC2CCCC2)cc1
  A: 3	B: -8	C: -7.3	D: 0.1

CC1CCCCN1CCCNC(=O)Cn1nc(-c2ccc(Cl)cc2)ccc1=O (stereo not drawn)
  A: 11	B: -4	C: -0.8	D: 1.2

O=C(CN1C(=O)CCSc2ccccc21)NCc1cccs1
  A: 12	B: 6	C: -2.0	D: 0.5

Clc1ccc(-c2csc(NCc3cccnc3)n2)cc1
  A: -3	B: -44	C: -1.5	D: -0.1

CC(CCc1ccccc1)NC(=O)c1ccccc1F (stereo not drawn)
  A: 4	B: -1	C: 3.8	D: 0.1

Cc1cc(NCCN2CCOCC2)nc(Nc2ccc3ncccc3c2)n1
  A: 1	B: -1	C: -0.1	D: 0.3

NC(=O)NC(CC(=O)O)c1ccccc1 (stereo not drawn)
  A: -2	B: -7	C: 0.7	D: 0.0

COc1ccc(CCN2CCC(NCc3cccc(N(C)C)c3)CC2)cc1
  A: 13	B: 5	C: 5.5*!	D: 0.4

As entered above.
GPR151 ag, `Cc1cc(NCCN2CCOCC2)nc(Nc2ccc3ncccc3c2)n1` = -0.1
TEAD-YAP inh, `Clc1ccc(-c2csc(NCc3cccnc3)n2)cc1` = -44
TEAD-YAP inh, `COc1ccccc1N1C(=O)C(Cl)=C(Nc2ccccc2O)C1=O` = -5
GPR151 ag, `COc1ccc(CCN2CCC(NCc3cccc(N(C)C)c3)CC2)cc1` = 5.5*!
MITF primary, `CC(CCc1ccccc1)NC(=O)c1ccccc1F` (stereo not drawn) = 4

Following part
Short forms – A = MITF primary; B = TEAD-YAP inh; C = GPR151 ag; D = FBW7 act
O=C(O)C1CC=C(Cl)CC1C(=O)Nc1cc(Cl)ccc1Cl (stereo not drawn)
  A: 16	B: 1	C: -1.2	D: 0.2

CCOc1ccc(C(=O)Nc2nnc(SCC)s2)cc1
  A: -10	B: -31	C: -2.3	D: 0.0

CC(C)(C)C(=O)Nc1nc(-c2cccc([N+](=O)[O-])c2)cs1
  A: 0	B: -60	C: -0.1	D: -0.1

COc1cc(C(=O)NCCn2ccc3ccccc32)cc(OC)c1OC
  A: 21	B: -2	C: -0.3	D: 1.2

CC(C)(C)c1ccc(C(=O)Nc2ccc(-c3nc4cc(Cl)ccc4o3)cc2)cc1
  A: 1	B: -7	C: 0.7	D: -0.1

Cc1cnn(-c2nc(-c3ccco3)cc(C(F)(F)F)n2)c1
  A: 2	B: 0	C: 0.2	D: 0.3

CC(C)CC(NC(=O)/C(=C\c1ccco1)NC(=O)c1ccccc1)C(=O)O (stereo not drawn)
  A: 7	B: 7	C: -0.3	D: 0.1

CC1(C2(COc3ccc(Cl)cc3)CO2)COCOC1 (stereo not drawn)
  A: 3	B: -10	C: 1.0	D: 0.1

Cc1c(CNC2CCC(C)CC2)c(C(=O)O)c(C)n1Cc1c(F)cccc1Cl (stereo not drawn)
  A: 2	B: 3	C: 0.4	D: 0.1

CCOC(=O)c1sc2nc(-c3ccc(Cl)cc3)cn2c1C
  A: -13	B: -42	C: 2.3	D: -0.1

N#Cc1ccc(/C=N/NC(=O)c2cccc([N+](=O)[O-])c2)cc1
  A: 11	B: 9	C: -1.0	D: 0.0

COc1ccc(/C=C/C(=O)N2CCN(C)CC2)cc1S(=O)(=O)N1CCCCC1
  A: 0	B: 1	C: -0.3	D: -0.1

O=C(Nc1ccc(F)cc1F)c1ccc(Br)cc1F
  A: 3	B: -46	C: -5.0	D: 0.8

COc1ccc(-c2cc(C(=O)NCc3ccco3)no2)cc1
  A: 10	B: -71	C: 1.3	D: 0.1

CCOc1ccccc1C1Nc2ccccc2NC2=C1C(=O)CC(c1ccccc1)C2 (stereo not drawn)
  A: 1	B: 9	C: 1.3	D: 0.1

O=C1OC(c2cccc(F)c2)=N/C1=C\c1ccc(Cl)cc1
  A: 12	B: 8	C: -0.6	D: 0.0

C/C=C/C(=O)Nc1nnc(-c2ccccc2Cl)s1
  A: 6	B: 4	C: 1.0	D: -0.1

Cc1ccc2nc3c(cc(-c4ccc([N+](=O)[O-])cc4)c(=N)n3Cc3ccco3)c(=O)n2c1
  A: 9	B: 6	C: 1.0	D: -0.2

COc1ccc(/C=N/NC(=O)c2cc(C34CC5CC(CC(C5)C3)C4)[nH]n2)cc1O
  A: 2	B: -6	C: 1.2	D: 0.0

COc1cc(/C=C2/C(=N)N3N=C(C(C)C)SC3=NC2=O)cc(Cl)c1OCCOc1ccccc1Cl
  A: 2	B: -20	C: -0.9	D: 0.0

Cn1c(=O)[nH]c(=O)c2c1nc(N)n2Cc1ccccc1Cl
  A: 1	B: 6	C: 0.6	D: 0.1

CC(C)N(C)Cc1nnnn1CC(=O)N1CCc2sccc2C1
  A: 2	B: 0	C: 0.5	D: 0.0

COc1ccccc1CN1CC(C(=O)O)CC1=O (stereo not drawn)
  A: 9	B: -2	C: 1.8	D: 0.0

Cc1c(C#N)c(=O)[nH]c2ccccc12
  A: 4	B: -1	C: 0.0	D: 0.2

CC(C)(C)C(=O)Nc1sc2c(c1C#N)CCCC2
  A: 2	B: 2	C: 2.1	D: -0.1

COc1cccc(CNC(=O)c2cnn3cc(-c4ccncc4)ccc23)c1
  A: -9	B: -7	C: 0.7	D: 0.6

CCC1CCCCN1CCN1C(=O)C2C(C(=O)Nc3ccc(Br)cc3)C3C=CC2(O3)C1C(=O)NC1CCCCC1 (stereo not drawn)
  A: 6	B: 8	C: 0.8	D: 0.1

CC(C)NC(=O)CN(C(=O)CCC(=O)Nc1ccccn1)c1ccc2c(c1)OCCO2
  A: -6	B: -10	C: -0.5	D: 0.0

COC(=O)Nc1ccc(S(=O)(=O)N2CCOCC2)cc1
  A: 2	B: -11	C: 2.1	D: 0.2

Cc1cccc(NC(=O)CSc2nc(N)c(NC(=O)c3cccs3)c(=O)[nH]2)c1C
  A: 1	B: 13	C: -1.0	D: -0.1

Record cards (already shown).
Cc1cccc(NC(=O)CSc2nc(N)c(NC(=O)c3cccs3)c(=O)[nH]2)c1C is listed with MITF primary: 1; TEAD-YAP inh: 13; GPR151 ag: -1.0; FBW7 act: -0.1
CC(C)CC(NC(=O)/C(=C\c1ccco1)NC(=O)c1ccccc1)C(=O)O (stereo not drawn) is listed with MITF primary: 7; TEAD-YAP inh: 7; GPR151 ag: -0.3; FBW7 act: 0.1
CC(C)NC(=O)CN(C(=O)CCC(=O)Nc1ccccn1)c1ccc2c(c1)OCCO2 is listed with MITF primary: -6; TEAD-YAP inh: -10; GPR151 ag: -0.5; FBW7 act: 0.0

(continued)
Short forms – A = MITF primary; B = TEAD-YAP inh; C = GPR151 ag; D = FBW7 act
COc1ccc(NS(=O)(=O)c2ccc3c(c2)C(C)(C)C(=O)N3C)cc1
  A: -3	B: -3	C: 0.2	D: -0.2

CCCC(=O)Nc1ccc(NC(=O)COc2ccc(C)c(C)c2)cc1
  A: -1	B: -3	C: 3.6	D: 0.6

COc1ccccc1/C=C/CN1CCNC(=O)C1CC(=O)NCCSC (stereo not drawn)
  A: -15	B: -1	C: -0.2	D: -0.1

COC(=O)c1ccc(OCC(=O)Nc2ccccc2Cl)cc1
  A: 12	B: -13	C: -0.6	D: 0.0

CCn1ncc(CN2CCCC(CNC(=O)c3ccc(F)cc3)C2)c1C (stereo not drawn)
  A: 3	B: -1	C: -0.7	D: 0.1

COc1ccc(/C=N/NC(=O)COc2ccc(C)cc2)cc1I
  A: -8	B: -1	C: -0.5	D: 0.0

N#CC1=C(N)N(c2ccc(S(N)(=O)=O)cc2)C2=C(C(=O)CCC2)C1c1ccsc1 (stereo not drawn)
  A: -1	B: -4	C: 0.9	D: 0.0

COc1ccc(C(=O)N/N=C(\C)CC(=O)Nc2cccc(C(F)(F)F)c2)c(OC)c1
  A: 6	B: -28	C: -0.9	D: 0.1

CCc1ccc(NC(=O)Cn2c(SC)nc3ccccc32)cc1
  A: 1	B: 13	C: 1.4	D: 0.1

OC1(c2cccnc2)CCN(Cc2ccc(F)cc2)CC1
  A: -4	B: 13	C: -0.4	D: 0.5

CC[C@@H]1NC(=O)[C@H]2CN(C(=O)c3ccc4ccccc4c3)CCN2C1=O
  A: -12	B: 6	C: -0.4	D: 0.2

CC(C)CNC(=O)C(C)(C(F)(F)F)C(F)(F)F
  A: 9	B: 7	C: -0.2	D: -0.1

CCCCNC(=O)CCc1c(C)nc2cc(-c3ccccc3)nn2c1C
  A: -7	B: -12	C: 0.9	D: 0.1

COc1cccc(-n2c(SCC(=O)Nc3cccc(Cl)c3)nc3n[nH]c(C)c3c2=N)c1
  A: 2	B: 4	C: -1.5	D: -0.1

COc1cc(CN2CCN(Cc3ccc(SC)cc3)CC2)cc2c1OCO2
  A: 65*	B: 10	C: -0.3	D: -0.2

O=C(CCc1nnc(Cc2ccc(-c3ccccc3)cc2)o1)NCc1ccccn1
  A: 9	B: 4	C: 2.0	D: -0.1

O=C(COc1ccc2ccc(=O)oc2c1)c1ccc2c(c1)OCCO2
  A: 16	B: 0	C: 0.9	D: 1.2

Cc1[nH]nc2c1C(c1cc(Cl)cc(Cl)c1O)C(C#N)=C(N)O2 (stereo not drawn)
  A: 13	B: 6	C: -1.5	D: 0.0

O=C1CC(N2CCN(Cc3ccc4c(c3)OCO4)CC2)C(=O)N1CC(c1ccccc1)c1ccccc1 (stereo not drawn)
  A: 9	B: 13	C: 2.9	D: 0.0

Cc1ccccc1Nc1nc(-c2cccnc2)cs1
  A: 11	B: -43	C: -0.8	D: -0.1

Cc1ccc2c(c1)-c1c(ssc1=S)C(C)(C)N2C(=O)CN1C(=O)CCC1=O
  A: -12	B: -2	C: 0.8	D: -0.1

COC(=O)c1ccc(/C=N/n2c(-c3cccnc3)n[nH]c2=S)cc1
  A: -5	B: -11	C: 2.6	D: 0.0

Cc1nc2cc(-c3ccc(Br)cc3)[nH]n2c(=O)c1C
  A: 1	B: -51	C: 0.5	D: 0.1

O=C(O)C1C2C=CC(C3CC23)C1C(=O)Nc1ccccc1Cl (stereo not drawn)
  A: 0	B: -9	C: 0.1	D: 0.2

CCOc1ccc2nc(SCC(=O)Nc3ccc(-c4nc5cc(C)ccc5s4)cc3)sc2c1
  A: -57	B: -48	C: -1.3	D: 0.2

COc1cc(/C=C2N=C(/C=C/c3cccc(Cl)c3Cl)OC\2=O)cc(OC)c1OC
  A: 10	B: 1	C: -0.2	D: 0.1

O=C(c1ccc(Cl)cc1)N1CCCCC1
  A: 1	B: -1	C: -1.0	D: 0.1

COc1ccc(CN2CCC(N3CCN(c4ccccc4F)CC3)CC2)c(OC)c1
  A: 49	B: 8	C: -0.4	D: 0.0

Fc1ccc(Cn2ccc3nc(N4CCOCC4)nc(N4CCOCC4)c32)cc1
  A: 11	B: -6	C: 3.7	D: 0.1

CN(C)c1cccc(C(=O)N2CCCC(CCC(=O)N3CCN(c4ccccn4)CC3)C2)c1 (stereo not drawn)
  A: 8	B: 3	C: -0.7	D: 0.1

Cc1ccc2ccccc2c1Cn1c(Cl)nc2c1c(=O)n(C)c(=O)n2C
  A: -1	B: 6	C: 0.9	D: -0.2

COC(=O)c1cc(OC)c(OC)cc1NC(=O)c1ccoc1C
  A: 2	B: 2	C: -0.4	D: 0.1

Cc1ccc(NC(=O)c2sccc2-n2cccc2)cc1
  A: 59*	B: 8	C: 0.9	D: -0.3

O=C(C1CCN(Cc2ccc3c(c2)OCO3)CC1)N1CCN(c2ccccc2F)CC1
  A: 37	B: 3	C: -0.6	D: -0.3

COc1cc(Nc2ncnc3c2nc(Nc2cnccn2)n3C(C)C)cc(OC)c1OC
  A: 12	B: 17	C: -1.4	D: 0.1

Cc1cccc(-c2noc(CNC(=O)c3ccc(Br)cc3)n2)c1
  A: 7	B: 3	C: 0.1	D: 0.2

CCc1c(C)sc(NC(=O)C(Cl)(Cl)Cl)c1C(=O)OC
  A: 10	B: -5	C: 2.8	D: -0.1

COc1ccc(-n2nc3c(c2NC(=O)C2(c4ccc(Cl)cc4)CCCC2)CSC3)cc1
  A: -27	B: 4	C: 3.6	D: -0.1

CCOC(=O)CN1CCN(c2ccc(Br)cn2)CC1
  A: -8	B: 44*	C: -0.5	D: 0.2

CCOC(=O)[C@@H]1Nc2ccc(Br)cc2[C@@H]2C=CC[C@H]12
  A: -9	B: -14	C: -1.4	D: -0.1

Cn1nccc1C(=O)NC1CCCc2c1cnn2-c1ccc(F)cc1F (stereo not drawn)
  A: 6	B: 56*	C: 0.3	D: 0.5

Compounds shown so far that contain a nitro group on carbon, in the order listed:
Short forms – A = MITF primary; B = TEAD-YAP inh; C = GPR151 ag; D = FBW7 act
O=C(Nc1cc(Oc2ccc(Br)cc2)cc([N+](=O)[O-])c1)c1cc(-c2ccccc2)nc2ccccc12
  A: 11	B: 13	C: 0.5	D: 0.1

CC(C)(C)C(=O)Nc1nc(-c2cccc([N+](=O)[O-])c2)cs1
  A: 0	B: -60	C: -0.1	D: -0.1

N#Cc1ccc(/C=N/NC(=O)c2cccc([N+](=O)[O-])c2)cc1
  A: 11	B: 9	C: -1.0	D: 0.0

Cc1ccc2nc3c(cc(-c4ccc([N+](=O)[O-])cc4)c(=N)n3Cc3ccco3)c(=O)n2c1
  A: 9	B: 6	C: 1.0	D: -0.2
